Screening results as filed in PubChem BioAssay.
proCasp3 act: activates human procaspase-3 | P42574 | recombinant procaspase-3 D3A, Ac-DEVD-pNA absorbance 405 nm | activation, % at 8.5 µM | 0.11% of 330,000 active;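 active = activation above the mean of all tested compounds plus 3 SD, cut at about 21% in these data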;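 note: 0% = DMSO alone and 100% = DMSO wells spiked with extra 5 µM PC-3 D3A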
Target sequence (P42574 whole entry D9A/D28A/D175A): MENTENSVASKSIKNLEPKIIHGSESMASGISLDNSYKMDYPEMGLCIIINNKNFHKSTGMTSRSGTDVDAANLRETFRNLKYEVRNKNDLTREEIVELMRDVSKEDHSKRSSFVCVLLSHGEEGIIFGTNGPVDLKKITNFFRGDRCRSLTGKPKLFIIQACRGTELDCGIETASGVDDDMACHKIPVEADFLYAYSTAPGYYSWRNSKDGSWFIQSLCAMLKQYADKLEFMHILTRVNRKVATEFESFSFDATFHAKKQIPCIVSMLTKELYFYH
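Assay system – Procaspase-3 D3A mutant · Benchmarks – DMSO low control, extra-enzyme high control · Technique – 405 nm absorbance of p-nitroaniline, reads at 0 and 120 min · Doses – 8.5 µM nominal · Measure – % activation between DMSO and enzyme-spiked controls · Also added – Ac-DEVD-pNA chromogenic peptide substrate · Schedule – 1 h compound preincubation, 2 h substrate hydrolysis at 25 °C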
PP1 counter: counter-screen for PP5 inhibitors: inhibitors of human PP1-alpha; 0.9% of 320,000 active; inhibition, % at 6.7 µM; P62136; AID 2235; purified PP1alpha, OMFP fluorescence;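 active = inhibition above the mean inhibition of all tested compounds plus 3 SD, computed separately for each screening campaign, cut at about 15% in these data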
JMJD2C inh: human JMJD2C demethylase inhibition; Q9H3R0; GST-JMJD2C(1-420) H3K9me3 demethylation, DELFIA europium; inhibition, % at 2.35 µM; 0.069% of 330,000 active;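 active = more than half of a compound's replicate wells show inhibition beyond 50%, single wells judged on their own value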;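 note: signal counts dimethyl H3K9 product captured on neutravidin plate; 0% = median of DMSO wells and 100% = 0.3 times that DMSO median; strong numbers were not always called active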
Target sequence (Q9H3R0 1-420 limits assumed): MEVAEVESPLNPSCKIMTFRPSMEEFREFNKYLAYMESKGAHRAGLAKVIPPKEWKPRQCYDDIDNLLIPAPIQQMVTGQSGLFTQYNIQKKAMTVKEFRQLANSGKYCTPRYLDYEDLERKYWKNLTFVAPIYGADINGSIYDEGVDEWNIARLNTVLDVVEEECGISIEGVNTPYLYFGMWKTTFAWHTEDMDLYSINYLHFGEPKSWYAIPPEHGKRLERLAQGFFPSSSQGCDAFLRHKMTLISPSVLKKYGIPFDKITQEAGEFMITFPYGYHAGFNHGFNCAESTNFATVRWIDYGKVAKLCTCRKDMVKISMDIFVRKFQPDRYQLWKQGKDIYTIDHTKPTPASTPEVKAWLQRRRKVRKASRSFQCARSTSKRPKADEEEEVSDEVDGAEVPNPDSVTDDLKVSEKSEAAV
proCasp7 act: activates human procaspase-7, counter-screen for procaspase-3 activators | P55210 | recombinant procaspase-7, Ac-DEVD-pNA absorbance 405 nm; D23A/D198A/D206A triple mutant, cannot self-cleave; scale: DMSO 0, 5 µM enzyme 100 | activation, % at 8.5 µM | 0.093% of 330,000 active;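 active = percent activation above the screen-wide mean plus 3 SD, cut at about 25% in these data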
Target sequence (P55210 whole entry D23A/D198A/D206A): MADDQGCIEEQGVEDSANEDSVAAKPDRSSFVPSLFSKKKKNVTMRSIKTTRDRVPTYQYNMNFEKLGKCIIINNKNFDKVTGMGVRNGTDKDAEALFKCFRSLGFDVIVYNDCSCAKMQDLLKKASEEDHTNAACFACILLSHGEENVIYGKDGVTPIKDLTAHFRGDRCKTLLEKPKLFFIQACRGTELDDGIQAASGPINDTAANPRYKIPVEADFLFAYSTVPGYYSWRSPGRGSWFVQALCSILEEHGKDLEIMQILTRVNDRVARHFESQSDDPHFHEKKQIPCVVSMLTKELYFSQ
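signal = Epi-absorbance of released pNA at 405 nm, two timepoints | assay system = Uncleavable procaspase-7 mutant enzyme | reagent = Ac-DEVD-pNA substrate, 400 µM as added | times = 1 h enzyme–compound preincubation and 2 h substrate reaction, both 25 °C | benchmarks = low DMSO alone, high DMSO plus 5 µM PC-7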
HCV core dimer: HCV core protein dimerization inhibition. AID 1899. TR-FRET GST/Flag-core106 dimerization, 1536-well. 0.33% of 300,000 active. inhibition, % at 5 µM;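 active = inhibition above the mean of all tested compounds plus 3 SD, set per screening campaign, cut at about 45% in these data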
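Assay system – GST-tagged and Flag-tagged HCV core protein residues 1-106 · Quantity – core106 proteins, GST 13.5 nM and Flag 17 nM · Benchmarks – unlabelled core106 and no-GST-core106 wells · Read-out basis – percent inhibition of core106 dimerization signal · Detection – time-resolved FRET, ex 340 nm, em 617 and 671 nm · Schedule – 4 h at 22.5 °C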
TPT1 inh: inhibitors of Candida albicans tRNA 2'-phosphotransferase TPT1; inhibition, % at 5 µM; 0.81% of 300,000 active; recombinant caTPT1, FP RNA substrate dephosphorylation;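 active = inhibition above the mean of all tested compounds plus 3 SD, set per screening campaign, cut at about 24% in these data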;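 note: plate controls were DMSO alone for no effect and ferristatin control at 100 nM for full effect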
Efflux pump mplx: blocks antifungal efflux pumps in multiplex yeast assay | S. cerevisiae Candida pump triplex, Nile Red efflux | inhibition, % at 10 µM | 0.44% of 330,000 active;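 active = plate passing quality check with inhibition over a set limit, or well fluorescence over plate mean plus 4 SD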;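 note: Nile Red retained in pooled yeast measured as flow cytometry median fluorescence; 0% = buffer negative control and 100% = Enniatin B positive control; higher means more Nile Red kept so more efflux inhibition; some compounds called inactive have numbers as strong as hits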
PP5 primary: inhibitors of human protein phosphatase 5 (PP5) | purified PP5c, OMFP substrate fluorescence | inhibition, % at 6.7 µM | 0.18% of 320,000 active | AID 1987;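 active = inhibition above the campaign's mean inhibition across all tested compounds plus 3 SD, cut at about 9.5% in these data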;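 note: 0% = DMSO only and 100% = 100 µM cantharidin control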
CTSL1 counter: blocks F. hepatica cathepsin L1 in PFM18AAP counter-screen; recombinant F. hepatica cathepsin L1, Z-Leu-Arg-MCA fluorescence; inhibition, % at 5.96 µM; 0.49% of 300,000 active; AID 1906;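 active = inhibition above the mean of all tested compounds plus 3 SD, set per screening campaign, cut at about 17% in these data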;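 note: 0% = plate median of test compound wells and 100% = 1 µM Z-Phe-Ala-diazomethylketone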
Numbers without * were called inactive.

COc1ccc2c(=O)cc(CO)oc2c1 was read as proCasp3 act 0, JMJD2C inh -9, proCasp7 act -8 and Efflux pump mplx -0.3.
Screening Cc1ccc(C)c(NS(=O)(=O)c2cc(C(=O)NCCC3=CCCCC3)ccc2C)c1 returned proCasp3 act 3, PP1 counter 5, JMJD2C inh -5, proCasp7 act 7, HCV core dimer 2, TPT1 inh -3, Efflux pump mplx -0.1, PP5 primary 3.7 and CTSL1 counter 0.
For O=C(NC1CCCC1)c1cc(COc2ccc3ncccc3c2)on1 the results were proCasp3 act 8, PP1 counter -5, JMJD2C inh -3, proCasp7 act -3, HCV core dimer 2, TPT1 inh -1, Efflux pump mplx 0.1, PP5 primary -2.1 and CTSL1 counter -2.
CCN(CC)C(=O)c1ccc(-c2nnc(Nc3ccc(C(=O)NC)cc3)c3ccccc23)cc1 was read as proCasp3 act 7, PP1 counter 1, JMJD2C inh -44, proCasp7 act 9, HCV core dimer -2, TPT1 inh 1, Efflux pump mplx -0.1, PP5 primary 4.2 and CTSL1 counter 4.
`CC(=O)Oc1c(C(C)C)cc(N(C(C)=O)c2ccccc2)cc1C(C)C` gave proCasp3 act 7, PP1 counter 1, JMJD2C inh -5, proCasp7 act 1, HCV core dimer 3, TPT1 inh 1, Efflux pump mplx 0.1, PP5 primary -2.4 and CTSL1 counter 3.
Screening O=C1CN(C(=O)COC(=O)c2ccccc2Br)c2ccccc2N1 returned proCasp3 act 7, PP1 counter 7, JMJD2C inh 14, proCasp7 act -1, Efflux pump mplx 0.2 and PP5 primary 2.2.
`O=C(c1cccnc1)c1cccnc1` gave proCasp3 act 10, PP1 counter -3, JMJD2C inh 5, proCasp7 act 10, HCV core dimer -6, TPT1 inh 3, Efflux pump mplx 0.0, PP5 primary 0.7 and CTSL1 counter -1.
For CN=C1NN=C(c2cc(C)n(-c3c(C)n(C)n(-c4ccccc4)c3=O)c2C)CS1 the results were proCasp3 act -4, PP1 counter 4, JMJD2C inh -5, proCasp7 act -10, HCV core dimer 15, TPT1 inh 2, Efflux pump mplx 0.1, PP5 primary 1.6 and CTSL1 counter 0.
For C/C(=N/NC(=O)CNC(=O)C1COc2ccccc2O1)c1ccc2c(c1)OCCO2 (stereo not given) the results were proCasp3 act 4, PP1 counter 3, JMJD2C inh 4, proCasp7 act 5, HCV core dimer -5, TPT1 inh -1, Efflux pump mplx 0.0, PP5 primary 1.9 and CTSL1 counter -3.
Screening CC1=CC(C)(C)N(C(=O)Nc2ccccc2)c2ccccc21 returned proCasp3 act -7, PP1 counter -6, JMJD2C inh 8, proCasp7 act 9, HCV core dimer 2, TPT1 inh -2, Efflux pump mplx 0.1, PP5 primary 1.2 and CTSL1 counter 8.
`Cc1nc(N2CCN(S(=O)(=O)c3ccc(F)cc3)CC2)c2c(-c3cccs3)csc2n1` gave proCasp3 act 4, PP1 counter 3, JMJD2C inh -5, proCasp7 act 0, HCV core dimer -5, TPT1 inh 2, Efflux pump mplx 0.2, PP5 primary 4.5 and CTSL1 counter -7.
For O=C(OCCN1CCCCC1)c1ccccc1Br the results were proCasp3 act 11, PP1 counter 3, JMJD2C inh -1, proCasp7 act 3, HCV core dimer -10, TPT1 inh -3, Efflux pump mplx -0.1, PP5 primary -0.7 and CTSL1 counter 3.
For O=C(OCc1cc(=O)n2ccsc2n1)c1ccccc1O the results were proCasp3 act 7, JMJD2C inh 3, proCasp7 act 5 and Efflux pump mplx -0.1.
CCN1C(=O)c2ccccc2S(=O)c2ccc(C(=O)NCCCN3CCCC3=O)cc21 (stereo not given) was read as proCasp3 act 5, PP1 counter -7, JMJD2C inh 5, proCasp7 act 1, HCV core dimer 0, TPT1 inh 0, Efflux pump mplx -0.3, PP5 primary 3.1 and CTSL1 counter -1.
For CCN1C(=O)c2ccccc2S(=O)c2ccc(C(=O)N3CCCCCC3)cc21 (stereo not given) the results were proCasp3 act 5, PP1 counter -8, JMJD2C inh 5, proCasp7 act 0, HCV core dimer 7, TPT1 inh 1, Efflux pump mplx 0.0, PP5 primary 2.2 and CTSL1 counter -2.
Screening CCSc1nnc(-c2ccccc2N=Cc2c(C)[nH]n(-c3ccccc3)c2=O)c(=O)[nH]1 returned proCasp3 act -10, PP1 counter 0, JMJD2C inh 2, proCasp7 act -5, HCV core dimer -2, TPT1 inh 2, Efflux pump mplx 0.2, PP5 primary 0.5 and CTSL1 counter 1.
`CCC(=O)N/N=C(\C)CC(=O)Nc1cc(Cl)ccc1C` gave proCasp3 act 10, PP1 counter -1, JMJD2C inh -1, proCasp7 act -2, HCV core dimer 0, TPT1 inh -6, Efflux pump mplx -0.4, PP5 primary 4.4 and CTSL1 counter -3.
Screening Cc1nc(NC2=NCN(CCCN3CCOCC3)CN2)nc2c(C)cccc12 returned proCasp3 act -11, PP1 counter -2, JMJD2C inh 2, proCasp7 act -5, HCV core dimer -5, TPT1 inh 3, Efflux pump mplx -0.1, PP5 primary 1.0 and CTSL1 counter 0.
Screening COc1ccc(C)cc1N1C(=N)/C(=C2/Nc3ccccc3S2)C(c2ccccc2)C1=O (stereo not given) returned proCasp3 act -4, PP1 counter 6, JMJD2C inh -3, proCasp7 act -7, HCV core dimer 13, TPT1 inh 4, Efflux pump mplx 0.1, PP5 primary 1.8 and CTSL1 counter -3.
`COc1ccc(CC(=O)Nc2ccccc2N2CCCCC2)cc1OC` gave proCasp3 act 8, PP1 counter -4, JMJD2C inh -47, proCasp7 act 3, HCV core dimer 1, TPT1 inh 0, Efflux pump mplx 0.0, PP5 primary -1.8 and CTSL1 counter -1.
Screening O=C(NC(=S)N1CCc2ccccc21)c1ccc(Br)o1 returned proCasp3 act -10, PP1 counter -1, JMJD2C inh -1, proCasp7 act -15, HCV core dimer 6, TPT1 inh 0, Efflux pump mplx 0.1, PP5 primary -2.4 and CTSL1 counter 10.
Screening O=[N+]([O-])c1ccc(N/N=C2\CC3CC=CC23)c([N+](=O)[O-])c1 (stereo not given) returned proCasp3 act -2, PP1 counter 4, JMJD2C inh 1, proCasp7 act -10, HCV core dimer 7, TPT1 inh -3, Efflux pump mplx -0.2, PP5 primary 0.8 and CTSL1 counter 7.
For O=C(Nc1c2c(nn1-c1ccc([N+](=O)[O-])cc1)CS(=O)(=O)C2)c1ccccc1F the results were proCasp3 act -5, PP1 counter -1, JMJD2C inh 18, proCasp7 act -3, HCV core dimer 1, TPT1 inh -1, Efflux pump mplx -0.1, PP5 primary -0.6 and CTSL1 counter 2.
Screening Cc1ccc(NC(=O)Nc2nnc(CSCCOc3ccc(Cl)cc3)s2)cc1 returned proCasp3 act -2, PP1 counter 3, JMJD2C inh 0, proCasp7 act -1, HCV core dimer -4, TPT1 inh -2, Efflux pump mplx 0.0, PP5 primary 1.4 and CTSL1 counter 0.
Cc1cccc(NC(=O)c2ccccc2NC(=O)c2ccco2)c1 was read as proCasp3 act 5, PP1 counter 3, JMJD2C inh -47, proCasp7 act -1, HCV core dimer -2, TPT1 inh -2, Efflux pump mplx 0.0, PP5 primary 2.9 and CTSL1 counter 3.
`Cc1oc(-c2cccs2)nc1CS(=O)CC(=O)NCc1ccc2c(c1)OCO2` (stereo not given) gave proCasp3 act -4, PP1 counter -2, JMJD2C inh 13, proCasp7 act 9, HCV core dimer 0, TPT1 inh -1, Efflux pump mplx -0.1, PP5 primary -0.3 and CTSL1 counter 1.
For Cc1nnc(C)c2c(C)n(Cc3ccc4c(c3)OCO4)c(C)c12 the results were proCasp3 act -9, PP1 counter 0, JMJD2C inh 9, proCasp7 act 15, HCV core dimer 1, TPT1 inh 4, Efflux pump mplx 0.2, PP5 primary 1.3 and CTSL1 counter 1.
CC(=O)N(Cc1cc(=O)[nH]c2ccccc12)c1ccccc1 was read as proCasp3 act 0, PP1 counter -2, JMJD2C inh -8, proCasp7 act 2, HCV core dimer 6, TPT1 inh -2, Efflux pump mplx 0.2, PP5 primary 0.8 and CTSL1 counter 2.
Screening C/C(=C\COc1ccc2ccc(=O)oc2c1)CC[C@@H](O)C(C)(C)O returned proCasp3 act 1, PP1 counter -1, JMJD2C inh 5, proCasp7 act 10, Efflux pump mplx 0.1 and PP5 primary -2.4.
Screening CN(CC(=O)NCCc1ccc(S(N)(=O)=O)cc1)S(=O)(=O)/C=C/c1ccccc1 returned proCasp3 act 0, PP1 counter 0, JMJD2C inh 1, proCasp7 act -5, HCV core dimer 12, TPT1 inh 0, Efflux pump mplx -0.1, PP5 primary 3.2 and CTSL1 counter -2.

The last two compounds of the section before come first, to join the parts.
Screening C/C(=C\COc1ccc2ccc(=O)oc2c1)CC[C@@H](O)C(C)(C)O returned proCasp3 act 1, PP1 counter -1, JMJD2C inh 5, proCasp7 act 10, Efflux pump mplx 0.1 and PP5 primary -2.4.
Screening CN(CC(=O)NCCc1ccc(S(N)(=O)=O)cc1)S(=O)(=O)/C=C/c1ccccc1 returned proCasp3 act 0, PP1 counter 0, JMJD2C inh 1, proCasp7 act -5, HCV core dimer 12, TPT1 inh 0, Efflux pump mplx -0.1, PP5 primary 3.2 and CTSL1 counter -2.
Screening CCCc1nc(SCC(=O)O)c2sc(=S)n(-c3ccccc3)c2n1 returned proCasp3 act 4, PP1 counter -1, JMJD2C inh 9, proCasp7 act 13, HCV core dimer 6, TPT1 inh 0, Efflux pump mplx -0.1, PP5 primary 0.8 and CTSL1 counter -2.
`COc1ccc(S(=O)(=O)c2snnc2C)cc1` gave proCasp3 act 9, PP1 counter -4, JMJD2C inh -4, proCasp7 act -3, HCV core dimer 4, TPT1 inh 0, Efflux pump mplx -0.1, PP5 primary -1.3 and CTSL1 counter 1.
CC(Sc1nnc(C(F)(F)F)n1C)C(=O)Nc1ccc(N2CCOCC2)cc1 (stereo not given) was read as proCasp3 act 1, JMJD2C inh -5, proCasp7 act 7 and Efflux pump mplx 0.1.
For CC(C)COC(=O)N1CC(O)CC1C(=O)Nc1ccc2c(c1)OCO2 (stereo not given) the results were proCasp3 act -4, PP1 counter -8, JMJD2C inh -4, proCasp7 act 7, Efflux pump mplx -0.1 and PP5 primary 0.5.
Screening Cc1ccc(S(=O)(=O)N2CCOCC2)c2nsnc12 returned proCasp3 act 5, PP1 counter -5, JMJD2C inh 2, proCasp7 act 5, HCV core dimer 2, TPT1 inh -3, Efflux pump mplx 0.1, PP5 primary -1.7 and CTSL1 counter -1.
Screening COc1ccc(Br)cc1CN1C(=O)NC2(CCCCCC2)C1=O returned proCasp3 act 9, PP1 counter 2, JMJD2C inh 5, proCasp7 act -2, HCV core dimer -12, TPT1 inh -2, Efflux pump mplx 0.4, PP5 primary 3.1 and CTSL1 counter 2.
CC(C)(C)c1ccc(-c2nnc(SCC(=O)NC3CC3)o2)cc1 was read as proCasp3 act -1, PP1 counter 8, proCasp7 act -14, Efflux pump mplx 0.4 and PP5 primary -1.4.
Cc1ccccc1NC(=O)Cc1nc(COC(=O)COc2ccc(C(C)(C)C)cc2)cs1 was read as proCasp3 act 7, PP1 counter 10, JMJD2C inh -4, proCasp7 act 15, Efflux pump mplx 0.2 and PP5 primary 4.5.
